HT1080 IDH1KD tx: kills HT-1080 cells with IDH1 knockdown | HT-1080 IDH1 knockdown viability, ATP luminescence, 48 h | Potency, µM (doses to about 46.1 µM), for inactives: top-dose activity, negative = toxicity, hits mostly cytotoxic | 360,000 tested, 2% active | AID 686971;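 note: potency is the fitted concentration of half-maximal effect; 0% = DMSO wells and -100% = cell-free medium wells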
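% activity derives from luminescence (CellTiter-Glo), normalised to DMSO and no-cell wells. HT-1080-IDH1KD cells, 750/well, had 48 h compound exposure at 37 °C.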
HT1080-NT tox: kills 2HG-producing HT-1080-NT fibrosarcoma cells | Potency, µM (top dose mostly 46.1 µM), inactives show at the top dose activity, negative = less viability, actives largely listed as cytotoxic | 360,000 tested, 1.6% active | HT-1080-NT fibrosarcoma viability, CellTiter-Glo ATP luminescence, 48 h | AID 686970;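 note: NT is the 2HG producing partner of a matched IDH1 knockdown line; potency is the fitted concentration of half-maximal effect; 0% = DMSO-treated cells and -100% = media-only wells without cells; nearly all actives have a fitted effect of over 55% in size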
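Viability of the 2HG-overproducing fibrosarcoma line after 48 hours of compound exposure at 37 degrees C was determined by luminescence with CellTiter-Glo, and concentration-effect curves were then fitted and categorized.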
DRD3 agonist: activates the human D3 dopamine receptor; P35462; D3R DiscoveRx beta-arrestin cells, luminescence, 90 min; max activation, %; 410,000 tested, 0.58% active; AID 652048; in the data active = max activation above about 30%; note: 0% is about no effect; mostly tested at two doses, the higher about 12 µM
Target sequence (P35462 whole entry, looked up): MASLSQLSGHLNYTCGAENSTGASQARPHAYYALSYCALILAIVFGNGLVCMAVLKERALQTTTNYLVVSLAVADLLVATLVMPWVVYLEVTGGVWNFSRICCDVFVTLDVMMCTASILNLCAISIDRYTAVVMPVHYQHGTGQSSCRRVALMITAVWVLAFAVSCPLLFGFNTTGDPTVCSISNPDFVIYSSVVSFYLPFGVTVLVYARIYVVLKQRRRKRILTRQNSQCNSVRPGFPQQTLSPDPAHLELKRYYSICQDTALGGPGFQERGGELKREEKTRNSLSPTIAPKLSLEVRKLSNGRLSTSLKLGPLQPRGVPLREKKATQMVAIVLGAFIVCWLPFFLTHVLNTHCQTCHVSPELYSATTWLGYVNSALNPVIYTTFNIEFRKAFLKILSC
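Cells at 1500/well, incubated overnight, then treated with pinned compounds (dopamine as control) for 90 min at 37 degrees C. DiscoveRx reagent added for 30 - 60 minutes at room temperature; luminescence read.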
SW480 rereplic: inducers of DNA re-replication in SW480 colon cancer cells | SW480 DNA re-replication, Hoechst DNA content imaging, 48 h | Potency, µM (doses to about 46.1 µM), inactives show top-dose re-replication activation, actives largely listed as activators | 340,000 tested, 1.8% active; note: potency is the fitted concentration of half-maximal effect; % of control where 0% means no effect; nearly all actives have a fitted effect of over 55% in size
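Quantitative HTS format with DMSO vehicle controls; 48 hr drug incubation at 37 C, then 40 min Hoechst staining and scanning imager measurement at 405 nm excitation.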
GLP-1R agonist: GLP-1 receptor (human) agonism | P43220 | HEK293 GLP-1R CRE-luciferase, luminescence, 4-6 h; cells express a hypersensitive GLP-1R form | Potency, µM (titrated, usually from 45.6 µM), for the others: at the top dose activation, usual class: activators | 380,000 tested, 0.007% active; note: potency is the fitted concentration of half-maximal effect; % of control where 0% means no effect
Target sequence (P43220 whole entry, looked up): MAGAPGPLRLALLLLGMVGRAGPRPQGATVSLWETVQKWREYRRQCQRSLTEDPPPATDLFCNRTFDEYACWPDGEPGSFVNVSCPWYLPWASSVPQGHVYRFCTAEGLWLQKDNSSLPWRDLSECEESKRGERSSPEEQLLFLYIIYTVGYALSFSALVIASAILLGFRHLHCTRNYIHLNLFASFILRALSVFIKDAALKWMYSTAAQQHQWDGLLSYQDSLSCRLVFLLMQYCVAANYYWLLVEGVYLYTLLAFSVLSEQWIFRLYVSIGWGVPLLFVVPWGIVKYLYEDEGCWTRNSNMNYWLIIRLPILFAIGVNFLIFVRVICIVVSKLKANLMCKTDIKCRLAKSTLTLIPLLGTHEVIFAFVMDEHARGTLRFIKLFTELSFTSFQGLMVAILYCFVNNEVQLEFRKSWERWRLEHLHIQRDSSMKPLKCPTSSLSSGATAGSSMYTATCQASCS
IL1B secr inh: blocks inflammasome-driven IL-1 beta release | AID 743279 | THP-1 LPS/ATP IL-1B secretion, AlphaLISA, 16 h; stronger effect = lower value | 360,000 tested, 4.7% active | activity change, % at 57.5 µM; in the data active = activity change below about -50%; inconclusive = mostly about -30% to -49%; note: % is set by controls: 0 for no effect and ±100 for the full control effect
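Secreted IL-1B measured by AlphaLISA bead assay after 16 h compound exposure of THP-1 cells; compounds (final up to 57.5 uM) added 1 h before LPS (250 ng/mL) and ATP (1.25 mM) stimulation; lower signal means less secretion.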
KB-V1 MDR tox: KB-V1 MDR subline cytotoxicity; KB-V1 MDR cells viability, CellTiter-Glo, 72 h; Potency, µM (series often up to 46.1 µM), for the others: top-dose activity change, negative = cytotoxicity, most hits filed as cytotoxic; 400,000 tested, 3.4% active; AID 1347076; note: potency is the fitted concentration of half-maximal effect; % is set by controls: 0 for no effect and ±100 for the full control effect; nearly all actives have a fitted effect of over 60% in size
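Readout: CellTiter-Glo luminescence, 10 min after addition. Cells: KB-V1 MDR subline, 72 h at 37 degrees C with compound. Analysis: corrected, normalized data fitted to concentration-effect curves.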
KB-3-1 tox: KB-3-1 parental cell cytotoxicity; Potency, µM (doses to about 46.1 µM), for the others: top-dose activity change, negative = cytotoxic, hits mostly cytotoxic; KB-3-1 viability, CellTiter-Glo ATP luminescence, 72 h; 400,000 tested, 1.4% active; note: potency is the fitted concentration of half-maximal effect; % is set by controls: 0 for no effect and ±100 for the full control effect; nearly all actives have a fitted effect of over 60% in size
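72 h, 37 °C compound treatment of KB-3-1 parental cells; CellTiter-Glo added, 10 min, luminescence read. Data corrected against DMSO-only plates and normalized before curve fitting.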
DRD3 antagonist: antagonists of human D3 dopamine receptor. 360,000 tested, 2.5% active. D3R cells, DiscoveRx beta-arrestin luminescence, antagonist mode; stronger effect = lower value. AID 652054. max response, negative = inhibition, %. P35462; in the data active = max response below about -50%; inconclusive = no clear call, values can overlap the other calls; note: % is set by controls: 0 for no effect and ±100 for the full control effect; mostly tested at two doses, the higher about 12 µM
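Cells expressing the human receptor were seeded at 1500 cells/well, incubated overnight at 37 degrees C in 5% CO2, then exposed to library compounds with dopamine controls for 90 minutes at 37 degrees C before luminescent detection.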
* marks the source's active call; other numbers are inactive results; i = inactive; ? = inconclusive; / = no result given; & = joins results of further samples; [ ] = remark or other dose. Unless noted, calls come from the whole dose curve; as a rule, active = well fitted curve in the direction sought with a large enough effect; inconclusive = small, poorly fitted or top-dose-only effect, or another doubt; inactive = no such curve, though single readings can be large; an effect the other way counts as inactive or inconclusive.

SMILES	HT1080 IDH1KD tx	HT1080-NT tox	DRD3 agonist	SW480 rereplic	GLP-1R agonist	IL1B secr inh	KB-V1 MDR tox	KB-3-1 tox	DRD3 antagonist
CC(C)n1c(O)c(N=Nc2ccc(Cl)nn2)c2ccccc21	4%	-3%	1	-4%	-1%	17	12µM*	-4%	9
COc1ccc(NC(C)=O)cc1NC(C)C(=O)Nc1cccc(S(=O)(=O)N2CCOCC2)c1 (configuration not stated)	-1%	-1%	1	-8%	-1%	-10	12%	13%	8
O=C(NCC1CCCO1)C1CCCN1C(=O)Nc1ccccc1[N+](=O)[O-] (configuration not stated)	6%	13%	3	-13%	9%	-7	-4%	-5%	19
COc1cc(C=NNC(=O)c2ccc(NS(=O)(=O)c3cccs3)cc2)cc(Br)c1O	-17%	-7%	1	-4%	4%	16	29%	20%	15
CSc1cccc(N=C2C(=O)Nc3ccccc32)c1	?	?	-11	-2%	14%	9	-7%	-3%	-15
COc1ccc(NC(=O)Cn2cc(S(=O)(=O)c3ccccc3)c(=O)c3cc4c(cc32)OCO4)cc1	/	/	5	/	1%	/	17%	-13%	/
COc1ccc(/C=C2\SC(=O)N(CCC(=O)N3CCCCC3CCO)C2=O)cc1 (configuration not stated)	13%	8%	21	-14%	10%	-17	3%	-6%	6
COc1ccc(-c2nnc(SCC(=O)N3CCc4ccccc4C3)o2)cc1	?	10%	4	20%	1%	-5	?	4%	2
COC(=O)c1ccc(C(=O)OC)c(NC(=S)N2CCCC(C)C2)c1 (configuration not stated)	18%	20%	6	?	3%	-1	18µM*	18%	40
Cc1cccc(C(=O)NC2CCN(CC(=O)NCc3ccccc3F)CC2)c1	-6%	-10%	-4	-15%	9%	-10	-11%	-6%	9
CCCCCC(=O)NNC1=NCC(Cc2ccccc2)S1 (configuration not stated)	-1%	-4%	5	0%	11%	24	?	4%	13
O=C(C[C@H]1CC[C@@H]2[C@H](COC[C@@H](O)CN2Cc2ccc(Cl)cc2)O1)NCCc1ccccc1	-1%	-2%	-2	/	/	-11	?	-16%	-14
COc1ccc2[nH]c3c(c2c1)CCC/C3=N\N	-4%	3%	3	?	3%	/	?	?	-3
CCOC(=O)c1ccc(N=c2sc(C(=O)OC)cc(=O)n2-c2ccc(C(=O)OCC)cc2)cc1	?	16µM*	-7	?	2%	-72*	?	?	-6
O=C(NCC(=O)N1CCCCCCC1)c1ccco1	-3%	3%[9.24 µM]	4	-28%	-1%	2	-7%	-11%	9
Cc1ccc(C(=O)Nc2cccc(O)c2)cc1S(=O)(=O)N1CCCCCC1	-20%	-21%	-4&-19	?	20%	-57*	-22%&-10%	?	-11
Cc1cccc(C)c1NC(=O)C1=C(O)c2sccc2N(C)S1(=O)=O	11%	4%	3	0%	-1%	17	-7%	-2%	-14
CC(=O)Nc1cccc(-n2c(=O)n(Cc3ccccc3)c(=O)c3[nH]cnc32)c1	-18%	-5%	-11	-10%	2%	-7	-1%	1%	?
CCCC1C(C#N)=C(N)Oc2n[nH]c(C(C)(C)C)c21 (configuration not stated)	20%	19%	-1	0%	-1%	17	6%	-7%	-3
COc1ccc(CN2CCC(N(CCc3ccccc3)Cc3ccccc3)CC2)c(OC)c1	?	?	-12	?	4%	-94*	13µM*	?	-62*
Cc1ccc(S(=O)(=O)N2CCOCC2)cc1C(=O)NCc1ccccn1	8%	4%	-1	-16%	-8%	-16	?	-12%	-18
CC(=O)N1CCN(c2ccccc2NC(=O)COc2cc(C)ccc2C(C)C)CC1	?	?	4	7%	-13%	?	?	?	15
CCOCCn1ccc2c(OCC(=O)Nc3ccc(OC)cc3OC)cccc2c1=O	-7%	-3%	-9	-6%	-4%	0	-1%	-14%	26
NNC(=O)c1csc(-c2cccc(C(F)(F)F)c2)n1	-6%	12%	4	?	0%	-6	?	-10%	1
COC(=O)c1sc(C(C)(C)C)cc1CSc1ccccc1	15%	-11%	-17	-3%	4%	9	-2%	-10%	-16
O=C(Nc1ccc2c(c1)OCCO2)C(C1CC1)N1CCN(c2ccc(F)cc2)CC1 (configuration not stated)	15%	?	4	/	5%	-7	0%	0%	-3
O=C(O)/C=C/c1ccc(S(=O)(=O)Nc2ccccc2C(=O)Nc2ccc(F)cc2)cc1	7%	15%	-8	-2%	-1%	9	?	-2%	2
CCOC(=O)c1sc(NC(=O)CCN2C(=O)c3ccccc3C2=O)c(C(=O)OCC)c1C	6%	17%	-11	1%	3%	3	3%	10%	5
Cc1ccsc1C(=O)N1CCCC1(C)C(=O)NCC(C)C (configuration not stated)	12%	1%	-5	/	1%	4	2%	0%	-2
Clc1cccc(-c2nc3nc4ccccc4nc3n2Cc2ccccc2)c1	9%	16%	8	?	-4%	-11	-23%	2%	15
O=C(/C=C/c1cccc([N+](=O)[O-])c1)NCc1ccc2c(c1)OCO2	1%	-2%	-1	-3%	3%	-3	-1%	-24%	3
CC(C)C(C(=O)Nc1cccnc1)N1C(=O)c2ccccc2C1=O (configuration not stated)	-3%	-5%	0	-5%	-6%	-4	29%	-1%	9
Cc1ccc(C(=O)NC2CCN(CC(=O)Nc3ccccc3Cl)CC2)cc1	20%	19%	-4	9%	13%	-2	0%	9%	-1
CC(C)Oc1c(N2CCOCC2)c(=O)c1=O	6%	6%	3	-8%	-2%	1	0%	4%	14
Cc1cc2nccc(-c3ccc(OCCCF)cc3)n2n1	17%	10%	3	-4%	-3%	-24	8%	8%	15
CC(C)c1cc(Cn2c3ccccc3c(=O)n2C(C)Cn2cc(COc3ccccc3)nn2)on1 (configuration not stated)	1%	8%	0	/	/	0	?	?	6
COc1cccc(OC)c1OCC(O)CN1CCN(c2ccccc2F)CC1 (configuration not stated)	13%	-1%	28	-1%	-3%	-5	-10%	-18%	-57*
COCCN(C(=S)Nc1ccc(OC)c(Cl)c1)C1CCN(C(C)C)CC1	2%	9%	-7	-2%	10%	-3	-23%	8%	-6
CSc1ncc(C(=O)O)c(C)n1	13%	8%	10	-25%[9.22 µM]	-3%	13	7%	?	-9
Fc1ccc(CN2CCC(Cc3ccccc3)CC2)cc1F	-7%	0%	-17	7%	-6%	0	-13%	9%	?
Clc1ccc(Cn2ncc3c(NCc4ccccc4)ncnc32)cc1	4.6µM*	5.8µM*	1	?	7%	-2	6.5µM*	5.2µM*	3
CC1(C)Cc2cccc(OCC(=O)Nc3cccnc3)c2O1	5%	0%	2	0%	-1%	3	-27%	-6%	0
O=S(=O)(c1cccc(Br)c1)N1CCN(c2ccnc3cc(Cl)ccc23)CC1	-13%	-12%	4	-1%	2%	i	?	-8%	-7
CCOn1c(=O)c(-c2ccc(OC)c(OC)c2)[n+]([O-])c2ccccc21	11%	12%	-3	-5%	1%	-3	0%	14%	0
CCN(CC)S(=O)(=O)c1ccc2c(c1)nc(SC(C)C(=O)NCC1CCCO1)n2CC (configuration not stated)	2%	-5%	-3	0%	16%	-12	?	10%	-20
Cc1c2cnn(-c3ccccc3)c(=O)c2c(C)n1CCCC(=O)N1CCN(c2ncccn2)CC1	-10%	-8%	1	2%	8%	-19	0%	-1%	0
CCOC(=O)C1CCCN(C(=S)Nc2cc(C)cc(C)c2)C1 (configuration not stated)	-16%	-3%	-2	3%	13%	11	-2%	2%	11
O=C(Cc1ccccc1)N1CCC(O)(c2cccnc2)CC1	7%	18%	5	-25%	-10%	-21	18%	12%	22
S=C(NCc1ccco1)NCc1ccco1	13%	16%	9	15%	-1%	4	-13%	1%	5
O=C(NCC1OCCc2ccccc21)c1ccc(NC(=O)c2ccc(Cl)cc2Cl)cc1 (configuration not stated)	9%	4%	4	-1%	-4%	-9	?	-19%	14
Nc1c(N(CCC2=CCCCC2)C(=O)c2ccco2)c(=O)[nH]c(=O)n1Cc1ccccc1	1%	4%	2	-3%	-5%	0	4%	0%	4
C/C(=N\N1CCN(Cc2ccccc2Cl)CC1)c1ccc([N+](=O)[O-])cc1	8%	-8%	-9	1%	10%	-11	-18%	?	-16
O=C(NCc1ccccc1)c1c[nH]c2ccccc2c1=O	0%	9%	-2	-7%	-2%	-5	-29%	0%	-28
Cc1ccc2c(c1)N(CC(=O)Nc1nccs1)C(=O)CO2	5%	5%	0	-2%	-6%	3	1%	-8%	18
Cc1cc(C(=O)Nc2ccccc2[N+](=O)[O-])cs1	-6%	0%	-1	-1%	-4%	27	5%	9%	-2
O=C(CCC1CCCN(C(=O)c2cc(F)ccc2F)C1)N1CCN(c2ccccn2)CC1 (configuration not stated)	-12%	0%	-1	/	9%	0	?	-19%	-7
O=C1CCCN1CC(=O)N1CCCC(Nc2cccc(F)c2)C1 (configuration not stated)	11%	1%	2	-2%	0%	11	/	/	16
O=C(Nc1nccs1)c1cccc(S(=O)(=O)N2CCOCC2)c1	-1%[9.24 µM]	6%	11	-2%	-11%	-8	4%	13%	0

Source: PubChem (National Center for Advancing Translational Sciences (NCATS))
